# EPAC2 agonist – agonists of human EPAC2 (RAPGEF4). Q8WZA2. EPAC2 activation, biochemical qHTS; response scale: 100% = 6.5 mM cAMP response. Potency, µM (doses to about 154 µM), without a hit: at the top dose activation, hits mostly activators. hit rate 0.079% among 360,000. AID 720711; further: potency means the concentration at half of the fitted maximal effect; nearly all actives have a fitted effect of over 50% in size
#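 EPAC2 (100 nM) mixed with Rap1B loaded with BODIPY-GDP (250 nM) plus 50 uM unlabeled GDP; compounds pinned in, 5 min RT, then read every 5 min for 30 min (ex 480, em 540 nm). Normalized to cAMP control.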
# EPAC1 ag – EPAC1 (human) agonism; O95398; hit rate 0.073% among 360,000; AID 720707; EPAC1 agonist qHTS, biochemical assay; response scale: 100% = response to 6.5 mM cAMP; Potency, µM (series often up to 154 µM), for the others: at the top dose activation, most hits filed as activators; further: potency means the concentration at half of the fitted maximal effect; nearly all actives have a fitted effect of over 60% in size
#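 Compounds were pinned as a concentration titration into mixtures of EPAC1 (100 nM), BODIPY-GDP-loaded Rap1B (250 nM) and GDP (50 uM). After 5 min at room temperature, fluorescence was followed for 30 min; activity was scaled to 6.5 mM cAMP.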
# PI5P4K alpha inh – blocks human PI5P4K alpha kinase activity; hit rate 1.2% among 330,000; PI5P4Kalpha enzyme, ADP-Glo luminescence, 60 min; active compounds read low; AID 652105; max response, %; P48426; active means max response of -50% or lower; inconclusive means between -30% and -50%; inactive means -30% or higher; further: value at the top dose of about 77 µM; on the % scale 0 is the no-effect control and ±100 the full control effect
#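 Luminescence from ADP-Glo served as readout of PI5P4Kalpha activity in a qHTS format. Reaction: enzyme, substrate, compound, ATP at 5 microM final, 60 min at RT.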
# CCT chaperon mod – changes cytosolic chaperonin activity; activity change, % (concentration not given with the values), hits read low; purified chaperonin ATPase assay, HTRF ADP detection, 30 min; hit rate 0.3% among 360,000; AID 651819; in the data active means activity change below about -30%; further: on the % scale 0 is the no-effect control and ±100 the full control effect
#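 Enzyme 40 or 20 nM (batch-dependent) in Tris pH 7.4/KCl/MgCl2/DTT; cpd 76 uM single point; ATP 10 uM; 30 min 37 °C; Transcreener ADP HTRF detection, 30 min RT; ratio 665/615.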
# PLK1 PBD inh – PLK1 (human) polo-box domain binding inhibition; AID 720504; P53350; Plk1 PBD binding of FITC phosphopeptide, fluorescence polarization; Potency, µM, without a hit: max response, negative = inhibition, most hits filed as inhibitors; hit rate 2.8% among 360,000; further: potency means the concentration at half of the fitted maximal effect; series mostly up to about 57 µM; on the % scale 0 is the no-effect control and ±100 the full control effect; nearly all actives have a fitted effect of over 65% in size
# WRN helicase inh – inhibitors of human WRN helicase. Q14191. WRN helicase unwinding, fluorescent forked duplex, kinetic. Potency, µM (series often up to 114 µM), for inactives: top-dose activity change, negative = inhibition, usual class: inhibitors. hit rate 0.46% among 360,000. AID 651768; further: potency means the concentration at half of the fitted maximal effect; on the % scale 0 is the no-effect control and ±100 the full control effect; nearly all actives have a fitted effect of over 55% in size
#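 Enzyme (20 nM final) and test compound sit together 15 min at room temperature before substrate addition. Substrate is a single-forked duplex oligonucleotide (100 nM) labelled with fluorophore and quencher, with 2 mM ATP; helicase unwinding raises red fluorescence, read kinetically.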
# EPAC1 antagonist – antagonists of human EPAC1; O95398; EPAC1 GEF assay, Rap1b-BODIPY-GDP exchange fluorescence; Potency, µM (doses to about 115 µM), without a hit: at the highest dose activity change, negative = inhibition, actives largely listed as inhibitors; hit rate 0.14% among 360,000; AID 720709;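 further: potency means the concentration at half of the fitted maximal effect; plate controls were vehicle for no effect and positive control for full effect; nearly all actives have a fitted effect of over 50% in size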
# IL-2 act – activates IL-2 in a cell-based reporter assay; activation, % (series mostly up to about 46 µM); IL-2 activation reporter assay, cell-based qHTS; stimulated with anti-CD3/CD4/CD28 beads; in transgenic mouse T cells; hit rate 0.065% among 360,000; in the data active means activation above about 50%; inconclusive means mostly about 30% to 49%; further: 0% is about no effect
#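 Unstimulated transgenic mouse T cells; 60-min compound exposure; bead-based TCR/CD4/CD28 stimulation; 18 h culture, 37 degrees C; dual fluorescence (EGFP, DsRed) plate cytometry.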
# * = called active by the depositor; ? = inconclusive; / = not tested or not shown; [ ] = another dose, or the depositor's remark. Unless noted, the call rests on the fitted dose curve; in most records, active means well fitted curve in the direction sought with a large enough effect; inconclusive means small, poorly fitted or top-dose-only effect, or another doubt; inactive means no such curve, though single readings can be large; an effect the other way counts as inactive or inconclusive.
SMILES,EPAC2 agonist,EPAC1 ag,PI5P4K alpha inh,CCT chaperon mod,PLK1 PBD inh,WRN helicase inh,EPAC1 antagonist,IL-2 act
C=CC[C@@H](CC(=O)OC(C)(C)C)C(=O)OC[C@H]1CCCN1C(=O)[C@@H](CC=C)CC(=O)N[C@H](CO)Cc1ccccc1,1%,-6%,1,1.4,-6%,-1%,-10%,-0.2
COc1ccc(-c2nnc3c4ccccc4c(C)nn23)cc1,-4%,-2%,/,0.8,-3%,-1%,3%,-3.0
O=C1c2ccccc2C(O)(c2ccccc2)N1CCc1ccccc1 (stereo not given),10%,-3%,0,-1.5,1%,1%,-4%,1.5
COC(=O)C1=[N+]([O-])OC(C(=O)OC)C1c1c[nH]c2ccccc12 (stereo not given),8%,6%,/,-1.7,-17%,-13%,0%,-1.4
Cc1ccsc1C(=O)OCC(=O)NC1CCCC1,8%,-1%,1,0.8,-9%,9%,2%,0.2
COc1ccc(CCNC(=O)c2cc(-c3ccc(C)c(C)c3O)n[nH]2)cc1OC,-36%[inhibitor],7%,9,-1.3,-4%,-13%,-16%,1.1
COc1cc(C(=O)OCc2csc(CC(=O)Nc3cc(C)ccc3C)n2)ccc1OC(F)F,2%,-10%,0,-0.9,-4%,5%,1%,-0.8
CC1CN(S(=O)(=O)c2cccc(C(=O)Nc3ccc(S(=O)(=O)NC4=NCCCCC4)cc3)c2)CC(C)O1 (stereo not given),2%,-3%,3,-0.2,-2%,15%,15%,-5.2
N#CC1=C(Nc2ccccc2)SC=C(c2ccccc2)N=C1N1CCOCC1,19%,-7%,1,-3.7,-6%,-11%,-7%,-0.3
CCOC(=O)C1CCN(C(=O)C(C)Oc2ccc(Br)cc2)CC1 (stereo not given),11%,-4%,0,0.9,-10%,-5%,-3%,1.8
CSc1ccc(CN(C)C(=O)CCNS(=O)(=O)c2ccc(C)c(C)c2)cc1,2%,14%,-1,1.3,0%,2%,-5%,-4.1
CCOC(=O)c1[nH]c(C)c(/C=N/O)c1C,10%,4%,-2,-3.8,-1%,0%,0%,-0.4
O=C(Nc1ccccc1)N(CCCN1CCOCC1)Cc1cc2cc3c(cc2[nH]c1=O)OCCO3,-1%,0%,8,-4.7,1%,-3%,6%,0.2
COc1ccccc1NS(=O)(=O)c1cc(NC(=O)c2sccc2C)ccc1N1CCOCC1,12%,1%,5,-5.5,-15%,-10%,-4%,-0.7
Cc1cccc(NC(=O)COc2ccc(/C=N\n3cnnc3)cc2)c1,-6%,7%,-5,-1.1,-7%,-7%,-9%,-4.2
Cc1cccc(CN2CCNC2=O)c1,7%,-3%,/,1.8,-4%,10%,15%,2.4
CC(=O)N1c2ccccc2-c2nc3ccccc3n2C1C (stereo not given),7%,7%,2,-2.1,3%,5%,4%,-2.3
Cc1onc(-c2ccccc2)c1C(=O)N/N=C/c1cc(Br)c(O)c(Br)c1,-1%,-7%,?,0.3,-1%,-20%,-15%,-1.9
O=C(C[n+]1ccc(C(=O)NCc2ccccc2)cc1)c1ccc(OC(F)F)cc1,0%,7%,5,1.2,-7%,-2%,-10%,-2.8
Cc1ccc(CN2C(=O)C[C@@H](NC(=O)OCC3c4ccccc4-c4ccccc43)C/C=C\C2c2ccc(C)cc2)cc1 (stereo not given in full),-1%,-8%,0,1.4,-11%,-6%,-5%,-0.7

# An excerpt of these results, as tab-separated lines:
smiles	EPAC2 agonist	EPAC1 ag	PI5P4K alpha inh	CCT chaperon mod	PLK1 PBD inh	WRN helicase inh	EPAC1 antagonist	IL-2 act
O=C(Nc1ccccc1)N(CCCN1CCOCC1)Cc1cc2cc3c(cc2[nH]c1=O)OCCO3	-1%	0%	8	-4.7	1%	-3%	6%	0.2
Cc1onc(-c2ccccc2)c1C(=O)N/N=C/c1cc(Br)c(O)c(Br)c1	-1%	-7%	?	0.3	-1%	-20%	-15%	-1.9
Cc1cccc(CN2CCNC2=O)c1	7%	-3%	/	1.8	-4%	10%	15%	2.4

# Next part.
SMILES,EPAC2 agonist,EPAC1 ag,PI5P4K alpha inh,CCT chaperon mod,PLK1 PBD inh,WRN helicase inh,EPAC1 antagonist,IL-2 act
CN1CCN(C(=O)c2cnn(-c3ccccc3)c2NC(=O)c2ccccc2F)CC1,3%,4%,3,-0.6,-14%,2%,-5%,-0.8
Cc1ccc(CNC(=O)C2(NC(=O)Nc3ccc(C)cc3)CCCCC2)cc1,-8%,-12%,/,1.5,0%,-15%,5%,3.0
CN(C(=O)CSc1nnc(-c2cccnc2)n1-c1ccccc1F)C1CCS(=O)(=O)C1 (stereo not given),3%,5%,-6,-0.4,-17%,2%,0%,-0.3
COc1ccc(NC(=O)C[C@H]2C(=O)N(C3CCCCC3)C[C@@H]2C)cc1,5%,0%,-2,0.0,5%,6%,-6%,-1.8
CCCCCCSc1nnc(N)s1,8%,0%,-6,0.3,2%,-5%,-16%,-5.6
CC1CC(C(F)(F)F)n2ncc(C(=O)O)c2N1 (stereo not given),-7%,3%,-12,-3.1,-7%,0%,2%,0.2
O=C(Nc1cccc(-c2nc3cccnc3s2)c1)c1ccco1,14%,10%,/,-3.3,-10%,-7%,-2%,-0.5
C=CCn1c(SCC(=O)Nc2cc(C)ccc2OC)nnc1-c1ccco1,-2%,-5%,2,-2.2,-7%,-4%,-3%,0.4
CCCCNC(=O)C1COc2ccccc2O1 (stereo not given),13%,4%,/,-1.1,-11%,-9%[57.1 µM],-4%,-2.8
Cc1ccc(S(=O)(=O)N2[C@@H](CO)CO[C@H]2CC(=O)c2ccc(F)cc2)cc1,7%,-1%,1,/,-2%,-6%,-11%,1.1
CCc1noc(C)c1C(=O)Nc1cc(C(F)(F)F)ccc1-n1cncn1,16%,2%,0,0.3,-7%,-13%,18%,1.5
C/C(=N\NC(=O)CNC(=O)c1cccs1)c1ccc(Cl)c(Cl)c1,-2%,-5%,-3,1.3,-3%,-11%,-23%,1.7
CC(OC(=O)CNC(=O)c1ccc(F)cc1)C(=O)Nc1ccc(S(=O)(=O)N2CCOCC2)cc1 (stereo not given),3%,10%,0,0.6,3%,0%,-4%,-1.0
O=C(Nc1ccc(Cl)cc1)c1ccc2c(c1)OCO2,0%,0%,5,-1.3,-1%,1%,-9%,1.8
O=c1ccc(-c2nc3ccccc3n2C(CCc2ccccc2)c2nc3ccccc3[nH]2)c[nH]1 (stereo not given),0%,-18%,-6,/,2%,3%,-11%,-0.5
CC/C(=N\NC(=O)CNC(=O)/C=C/c1ccco1)c1ccccc1,2%,4%,?,0.8,-16%,-34%,4%,2.0
COc1ccc(C(=O)NCc2nnc(SCC(=O)NO)n2Cc2ccccc2)cc1,3%,-5%,-19,-5.0,-10%,-9%,-16%,-1.4
Cc1ccc(CC2(C)C(=O)Nc3c(Cl)cccc32)cc1 (stereo not given),11%,4%,0,-0.8,-3%,-10%,-12%,2.2
Cc1cccc(N2CCN(C(=O)CC(NC(=O)c3ccccc3)c3ccccc3)CC2C)c1 (stereo not given),10%,2%,-5,-2.3,-2%,-2%,-5%,-0.4
O=C(COC(=O)c1ccccc1Br)Nc1cccnc1Cl,5%,-6%,-3,-2.1,-3%,-16%,-17%,-0.4
O=C(/C=C/c1ccc(Cl)cc1)N1CCN(c2c(Cl)cccc2[N+](=O)[O-])CC1,6%,10%,1,0.3,4%,-5%,-8%,-6.4
CN(C)C(=O)CCc1ccc2c3c([nH]c2c1)[C@]1(C)[C@@H](C(=O)N2CCCCC2)C[C@H](CC(=O)NCCN2CCOCC2)C(=O)N1CC3,7%,9%,6,1.2,-6%,-12%,-3%,-0.2
CCOC(=O)c1cc2sc(C)cc2n1CC(=O)N1CCOCC1,4%,-2%,/,0.5,-1%,0%,4%,-1.0
CC1CCCN(S(=O)(=O)c2coc(C(N)=O)c2)C1 (stereo not given),14%,10%,-2,-0.8,-4%,1%,-13%,-1.4
O=C(COc1ccccc1)N/N=C/c1ccc2c(c1)OCO2,2%,13%,7,-2.4,-12%,4%,-5%,0.7
COc1c(C(=O)Nc2ccc3[nH]c(=O)[nH]c3c2)cc2ccccc2c1Br,0%,11%,-8,0.9,-8%,-16%,-16%,-0.6
CC12CCC(=O)N1C(C(=O)NNC(=O)c1ccccc1)CS2 (stereo not given),4%,8%,0,-0.7,-5%,9%,-2%,-0.5
CCOc1ccc(NC(=O)NCc2ccccn2)cc1,2%,-7%,-1,-0.3,-3%,3%,15%,-2.4
COc1cc(O)c(CCC(=O)c2ccc(OC)c(OC)c2)c(OC)c1,-1%,-5%,1,-1.5,8%,4%,1%,0.0
COc1ccc(CNS(=O)(=O)NCc2ccc(C)cc2)cc1OC,-1%,5%,7,1.8,-12%,-2%,-6%,-2.9
Cc1occc1C(=O)N1CCCc2ccccc21,1%,4%,0,-0.4,0%,-5%,5%,-0.7
O=C(O)c1ccc(Cn2cnc3cccnc32)cc1,5%,13%,7,-1.6,-16%,-11%,1%,0.4
CN(C)c1ccc(C2(O)C(=O)c3ccccc3C2=O)cc1,3%,2%,3,2.0,1%,3%,-16%,-2.9
CC(C)[C@@H](C(=O)O)N(Cc1cccc(CN([C@H](C(=O)O)C(C)C)S(C)(=O)=O)c1)S(C)(=O)=O,11%,-10%,-3,-6.0,-14%,-27%,-21%,-0.6
Cn1cccc1-c1cc(C(=O)N/N=C/c2ccc(Cl)cc2)[nH]n1,8%,0%,1,-0.9,-26%,-11%,9%,0.3
Cc1cccc2c(=O)cc(C)n(Cc3ccccc3)c12,8%,9%,24,-1.5,-9%,?,-3%,-0.5
O=c1[nH]cc(F)c(=O)[nH]1,5%,-1%,5,1.6,-6%,-2%,13%,-0.2
Cn1c(=O)c2c(nc(N3CCN(c4ccccc4)CC3)n2CCCc2ccccc2)n(C)c1=O,13%,-5%,-3,-0.7,-7%,11%,-2%,0.8
O=C(c1ccc(-c2ccccc2Cl)o1)N1CCN(c2ccccc2O)CC1,15%,16%,0,-1.3,-7%,0%,-4%,-0.9
O=C1c2ccccc2NC(c2ccccc2)N1c1ccc(O)cc1 (stereo not given),-1%,-1%,/,0.3,3%,-3%,11%,-0.7
CCOc1cc(N2CCOCC2)c(OCC)cc1NC(=O)C1=NN(c2cccc(C)c2)C(=O)CC1,9%,2%,4,-0.5,2%,2%,-4%,-1.7
CN1CC(c2ccc(C#N)cc2)C2(COc3ccccc3C2=O)C12C(=O)Nc1ccccc12 (stereo not given),23%,20%,-1,-0.8,-3%,-6%,-17%,0.3

# Bioassay records as filed in PubChem BioAssay.

# The list is partial. The share of hits here may be higher or lower than overall.
